Source: PubChem BioAssay
MEKK3 PB1 HTS: modulators of MEKK3-MEK5 PB1 binding, primary screen, biochemical, wildtype MEKK3, multiplex bead flow cytometry, Alexa488-MEK5. Mitogen-activated protein kinase kinase kinase 3 (Homo sapiens), Q99759. bead-based flow cytometry, Alexa488-MEK5 binding to MEKK3; actives lie on both sides; 0 = blocked by unlabeled MEK5, 100 = vehicle. binding response (% of control), % at 10 µM. actives 1.4% (n = 290,000). AID 1529, 2009;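 active means binding response more than 3 SD above or below the average of its plate-row segment, actives on both sides; inconclusive means wells at one plate position flagged as instrument error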;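 further: Alexa488 bead fluorescence after subtracting the streptavidin-only scavenger bead signal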
Target sequence (Q99759 whole entry, looked up): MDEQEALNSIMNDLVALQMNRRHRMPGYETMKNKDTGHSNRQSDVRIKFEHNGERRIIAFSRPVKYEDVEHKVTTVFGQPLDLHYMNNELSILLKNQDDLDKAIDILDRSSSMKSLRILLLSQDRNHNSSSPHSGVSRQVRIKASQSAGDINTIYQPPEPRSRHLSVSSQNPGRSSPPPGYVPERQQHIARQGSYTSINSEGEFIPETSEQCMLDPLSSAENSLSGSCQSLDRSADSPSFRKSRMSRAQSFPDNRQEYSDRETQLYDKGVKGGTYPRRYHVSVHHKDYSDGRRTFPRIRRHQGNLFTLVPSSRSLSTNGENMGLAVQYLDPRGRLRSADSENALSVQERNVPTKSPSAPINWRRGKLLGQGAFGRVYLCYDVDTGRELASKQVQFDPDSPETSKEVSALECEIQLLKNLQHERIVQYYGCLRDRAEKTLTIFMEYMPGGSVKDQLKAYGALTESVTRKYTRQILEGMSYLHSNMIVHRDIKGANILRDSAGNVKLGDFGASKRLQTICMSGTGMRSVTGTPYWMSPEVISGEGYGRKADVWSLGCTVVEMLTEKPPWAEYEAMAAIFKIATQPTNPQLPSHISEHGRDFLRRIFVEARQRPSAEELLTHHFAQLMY
GalR3 antagonist: GalR3 antagonists in HEK293 cells, primary screen, cell-based, fluorescence readout; HEK293 GalR3-CNG cAMP membrane potential fluorescence; galR3 body fused to GalR1 C-terminus; inhibition, % at 3 µM; actives 0.44% (n = 360,000); AID 651719, 2012;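 active means inhibition above the screen-wide average plus 3 SD, cut at about 13% in these data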;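 further: forskolin and galanin both at EC90 stimulate the cells; cAMP rise reported by CNG channel membrane potential dye signal; 0% = forskolin plus galanin with DMSO and 100% = forskolin alone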
Target sequence (O60755 1-299 limits assumed): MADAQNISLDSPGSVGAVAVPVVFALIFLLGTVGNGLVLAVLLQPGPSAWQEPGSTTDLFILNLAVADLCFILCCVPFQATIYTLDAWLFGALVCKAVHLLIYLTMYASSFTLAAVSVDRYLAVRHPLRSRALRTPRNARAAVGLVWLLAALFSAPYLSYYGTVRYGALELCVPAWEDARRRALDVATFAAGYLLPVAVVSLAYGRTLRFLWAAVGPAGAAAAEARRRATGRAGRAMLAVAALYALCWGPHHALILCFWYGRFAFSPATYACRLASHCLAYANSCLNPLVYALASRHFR
DNA FID counter: compounds displacing fluorescent DNA intercalator, primary screen, artefact control for HCV NS3 helicase inhibitor project, biochemical, FID fluorescence; AID 1845, 2009; inhibition, % at 7.9 µM; actives 0.17% (n = 290,000); DNA fluorescent intercalator displacement; in the data active means inhibition above about 37%;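 further: 0% = vehicle and 100% = reference compound; higher means more ethidium bromide displaced from hairpin DNA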
SUMO HTRF inh: inhibitors of in vitro SUMOylation cascade, primary screen, biochemical, HTRF, uHTS; SUMO-conjugating enzyme UBC9 (Homo sapiens), P63279; HTRF SUMOylation assay, SAE1/SAE2 + UBC9; inhibition, % at 35 µM; actives 0.36% (n = 290,000); AID 2006, 2009; in the data active means inhibition above about 50%, passing the limit was not always enough; inconclusive means no clear call, values can overlap the other calls; further: strong numbers were not always called active
Target sequence (P63279 whole entry, looked up): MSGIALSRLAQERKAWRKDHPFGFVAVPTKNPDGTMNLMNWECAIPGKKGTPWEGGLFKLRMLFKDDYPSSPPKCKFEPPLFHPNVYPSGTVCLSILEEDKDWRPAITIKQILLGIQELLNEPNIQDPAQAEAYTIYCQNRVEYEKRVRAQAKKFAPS
MEKK2 WT-MEK5: modulators of MEK5 binding to wildtype MEKK2, primary screen, biochemical, multiplex bead flow cytometry, Alexa488-MEK5. Mitogen-activated protein kinase kinase kinase 2 (Homo sapiens), Q9Y2U5. Alexa488-MEK5 binding to MEKK2 WT; actives lie on both sides. binding response (% of control), % at 10 µM. actives 1.1% (n = 290,000). AID 1531, 2009; in the data active means binding response below about 67% or above about 130%; inconclusive means no clear call, values can overlap the other calls; inactive means in between
CRFR2-BP antag: antagonists of CRF-BP/CRF-R2 complex, primary screen, cell-based, HEK293, calcium dye fluorescence, uHTS; CRF-induced calcium fluorescence; AID 588475, 2011; inhibition, % at 11.8 µM; actives 0.59% (n = 350,000);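 active means inhibition of the ligand-induced calcium signal above about 50% at the single tested concentration, limit read from the data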
NS3 helicase inh: inhibitors of HCV NS3 helicase, primary screen, biochemical, Cy5 molecular beacon fluorescence. NS3 helicase DNA unwinding. actives 0.56% (n = 290,000). inhibition, % at 10.9 µM;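 active means inhibition above the mean of all tested compounds plus 3 SD, set per campaign, cut at about 35% in these data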;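 further: 0% = DMSO wells and 100% = thioflavine S control wells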
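System: Hepatitis C virus NS3 helicase domain fragment enzyme | Reagent: Annealed dual-labelled DNA beacon duplex, ATP-started | Compound dosing: 10.9 µM single point, 0.8% DMSO | Incubation: 1 h reaction at 25 °C, ATP-initiated | Technique: Cy5 fluorescence | Evaluation: Percent inhibition from t60/t0 fluorescence ratio | Benchmarks: Low DMSO, high thioflavine S at 110 µM | Replication: Singlicate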
CRFR2-BP ag: agonists of CRF-BP/CRF-R2 complex, primary screen, cell-based, HEK293, calcium dye fluorescence, uHTS; actives 0.46% (n = 350,000); CRF-binding protein / CRF receptor 2 complex (human); calcium dye fluorescence (FLIPR); percent of saturating CRF peptide response; activation, % at 13.2 µM;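 active means activation of at least 50%, plus an integration ratio under a set limit after plate pattern correction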;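 further: plate controls were neutral control wells without compound for no effect and CRF at EC100 for full effect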
MEKK2mut PB1 HTS: MEK5 binding signal on mutant MEKK2 PB1, primary screen, biochemical, multiplex bead flow cytometry, Alexa488-MEK5 | Alexa488-MEK5 binding to MEKK2 mutant | percent response, % at 10 µM | actives 0.35% (n = 290,000); in the data active means percent response above about 24%, passing the limit was not always enough; further: inactives centre near 1; some results filed as inactive read as strong as hits
* = called active by the depositor; u = inconclusive; x = not tested or not shown. Some of the compounds tested; the hit share may differ from the screen's.

Results follow in this order: MEKK3 PB1 HTS, GalR3 antagonist, DNA FID counter, SUMO HTRF inh, MEKK2 WT-MEK5, CRFR2-BP antag, NS3 helicase inh, CRFR2-BP ag, MEKK2mut PB1 HTS
- O=C(NNC(=S)Nc1ccc(Br)cc1)c1ccccc1Br
 : 101, -2, -13, -88, 102, 9, 17, 1.1, -2
- COc1ccccc1CN1CCN(C(=O)c2ccncc2)CC1
 : x, 1, 4, -1, x, 41, 3, 2.5, x
- COc1ccc(C)cc1NC(=O)C(C)N(c1ccc(C)cc1)S(C)(=O)=O (centres undefined)
 : 78, -4, -22, -21, 79, 42, 3, -0.6, -12
- NC(=O)CSc1ccc(-c2ccc(F)cc2)nn1
 : 108, -4, 2, -7, 102, 13, -15, -1.1, -4
- Cc1ccc(P(=O)(CSC(=N)N)c2ccc(C)cc2)cc1
 : 133*, 0, -2, 7, 108, -1, -13, -0.8, 2
- CC(=O)c1ccc(NC(=O)c2noc3c2CCCCC3)cc1
 : x, -3, -7, -11, x, -17, -7, -0.6, x
- CCOc1ccc(C(=O)N/N=C(/C)C2C(=O)c3ccccc3C2=O)cc1
 : 94, -1, -2, -13, 97, 10, -3, -3.8, -2
- Cc1ccc(S(=O)(=O)NCC(=O)OCc2nnc(-c3ccccc3)o2)cc1C
 : 102, -6, -25, 16, 100, -3, -3, -2.4, 4
- CCN(CC)S(=O)(=O)c1ccc(S(=O)(=O)N2CCCC2C(=O)O)cc1 (centres undefined)
 : 100, -6, -1, -2, 99, -33, -3, 6.2, 4
- COc1ccc(/C=N/N=C/c2ccc(OC)c(OC)c2)cc1OC
 : 99, -3, -7, 2, 98, 16, -5, 0.9, -5
- CCn1c2ccccc2c2cc(NC(=O)c3coc(=O)c(Br)c3)ccc21
 : 97, -2, 0, 4, 72, x, 13, x, 0
- COc1cc(/C=C2/SC(=S)N(Cc3ccccc3)C2=O)ccc1OS(C)(=O)=O
 : 104, -10, -4, 16, 103, -2, -12, 0.0, 3
- CC(C)N(C(=O)Cn1c(-c2cccnc2)ccc(C#N)c1=O)C(C)C
 : 101, -10, -15, 6, 104, 12, -9, -0.3, 7
- Cc1ccc(S(=O)(=O)NNC(=O)c2cccnc2)cc1
 : u, -6, 5, 2, u, 6, 3, -1.1, -7
- COc1ccc(NC(=O)CSc2nc(O)cc(=O)[nH]2)c(OC)c1
 : 98, 3, -27, 16, 107, 18, 9, -2.1, 2
- COC(=O)[C@@]1(Cc2ccc(OC)cc2)[C@H]2c3cc(C(=O)N(C)C)[nH]c3C[C@H]2CN1C(=O)c1ccccc1
 : 113, 5, -13, -9, 103, -1, 7, 0.2, 4
- C=CCN1C(=O)NC2(O)C(=O)c3ccccc3C12O (centres undefined)
 : 100, -2, 3, -3, 97, -6, -4, 3.8, -2
- CCOc1ccc(N/C(N)=N/c2nc(C)cc(C)n2)cc1
 : 100, -15, -4, -4, 104, -69, -8, 141*, 0
- C=CCSc1nc2c(c(=O)[nH]1)C(c1ccccc1)C(C#N)=C(N)O2 (centres undefined)
 : 132*, -2, -6, -1, 108, -2, 0, -0.8, 30
- O=C(CSc1nc2c(c(=O)[nH]1)CCC2)Nc1ccccc1Cl
 : 98, -5, -11, -11, 92, -4, 12, -0.8, -1
- Cc1ccc2c(c1)Oc1ccc(NC(=O)CCl)cc1C(=O)N2
 : 99, -5, -1, 10, 95, -6, 14, -0.7, -3
- CC(=O)c1cccc(NC(=S)NC(=O)c2ccc(C)cc2)c1
 : 99, -2, -13, 13, 99, -13, -2, 2.0, 1
- COc1cc2nc(CN(C)Cc3ccc(OC)c(OC)c3OC)[nH]c(=O)c2cc1OC
 : 85, 2, -17, 0, 64, 16, -2, 0.4, -13
- COc1ccc(CNC(=O)CCS(=O)(=O)c2cccc3nonc23)cc1
 : 97, -4, 5, 2, 95, 9, 10, -0.5, -3
- O=[N+]([O-])c1cc(F)c2cccnc2c1O
 : 84, -11, -5, 2, 83, 0, 19, 0.3, -19
- CNC(=O)COc1cccc(C(=O)NCc2ccccc2)c1
 : 109, -11, -3, 14, 133, -6, 17, -0.7, 19
- CC(=O)N(C(C)=O)S(=O)(=O)c1ccc(N=NN2CCCCC2)cc1
 : 120, -1, -9, -4, 105, 4, -1, 3.6, 0
- CCOc1cc(/C=C2\N=C(C)OC2=O)cc(Br)c1OCCc1ccccc1
 : 105, -10, -38, 14, 96, -27, 6, 0.1, 1
- CC(=O)NC(NC(=S)Nc1ccc(N=Nc2ccccc2C)cc1C)C(Cl)(Cl)Cl (centres undefined)
 : 100, -4, 2, 9, 95, 10, -1, -1.9, -1
- O=C(/C=C/c1c(F)cccc1Cl)Nc1nn[nH]n1
 : 103, 13*, -3, 5, 97, -15, -3, -1.6, -4
- CC1N(O)C(C)(C)C(c2ccccc2)=[N+]1[O-] (centres undefined)
 : 104, 2, 4, 1, 102, -24, 0, 0.6, 5
- O=C1NC2(CCCCCC2)C(=O)N1Cc1ccccc1F
 : 101, -10, -10, -2, 104, -2, 1, 0.1, 1
- Cn1ccc(O)c(C#N)c1=O
 : 101, -6, 4, -17, 108, -2, 18, 1.9, 2
- O=C(Nc1ccc(Br)cc1)c1ccc(N2C(=O)C3CCCCC3C2=O)cc1 (centres undefined)
 : 102, 0, -15, -4, 105, 3, 8, 4.7, 2
- Cc1cccc(N2CC(C(=O)Nc3nnc(SCC(=O)NCC4CCCO4)s3)CC2=O)c1 (centres undefined)
 : 101, -5, -38, 5, 96, -8, 20, 1.3, 6
- COc1ccccc1CNC(=O)c1cc(C)nn1-c1ccccc1
 : 93, -8, -6, -2, 91, -7, -15, 1.6, -6
- Cc1c(Nc2nc(-c3ccccc3)cs2)c(=O)n(-c2ccccc2)n1C
 : 97, -5, -22, 4, 94, -21, 17, -1.9, 1
- CCC1CN(C(=O)NCc2ccccc2)c2ccccc2O1 (centres undefined)
 : 106, -10, -20, 2, 102, 11, 0, -0.6, 9
- Cc1ccc2[nH]c(=O)c(CN(Cc3ccco3)C(=O)c3ccncc3)cc2c1
 : 102, -4, -11, 10, 100, 3, 1, -0.2, 3
- O=C(COc1cccc2ccccc12)NNC(=O)C1CCCO1 (centres undefined)
 : 78, -8, -2, 20, 89, 6, 4, 5.4, -8
- CC1=CC(c2ccccc2)n2nc(N3C(=O)c4ccccc4C3=O)nc2N1 (centres undefined)
 : 102, -4, 7, 7, 101, -7, 2, -0.3, 0
- CCC1(c2ccccc2)NC(=O)N(CC(=O)Nc2cccc(C#N)c2)C1=O (centres undefined)
 : 104, -6, -5, 13, 103, -10, 3, -1.8, -8
- O=C(Nc1ccc(Cl)cc1)OCCn1nnnc1C(c1ccccc1Cl)N1CCOCC1 (centres undefined)
 : 98, -2, -28, -21, 97, 13, -11, -2.0, 0
- CC1CCC(=C(C#N)C(=O)Nc2cccc(Cl)c2)CC1 (centres undefined)
 : 103, -9, 4, 19, 103, -9, 7, -1.5, 6
- O=C(NCc1cccc(Br)c1)c1cc(-c2ccccc2)nn1CC1CC(c2cccnc2)=NO1 (centres undefined)
 : 104, -6, x, x, 103, 4, x, 0.8, 4
- CCOc1ccc(NC(=O)CSCC(=O)O)cc1
 : 96, -4, -1, 17, 95, 2, -9, 1.8, -6
- CCC1=NN(C(=O)c2ccc(Cl)cc2)C(O)(c2ccc(C)cc2)C1 (centres undefined)
 : 102, -2, -24, -2, 106, 10, 10, -0.1, 5
- COc1ccc(Cl)cc1C(=O)Nc1ccc(NC(=O)c2ccco2)cc1
 : 100, 0, 0, 34, 101, 3, -3, 0.1, 1
- COc1ccccc1OCC(=O)N1CCN(c2ccccc2OC)CC1
 : 103, 2, x, 14, 102, 18, x, -2.6, 3
- CC(C)c1ccccc1N1CC(C(=O)O)CC1=O (centres undefined)
 : 98, -3, -8, -7, 97, 1, -5, -1.9, 1
- CC1CN(C/C(=N\O)C23CC4CC(CC(C4)C2)C3)CC(C)O1 (centres undefined)
 : 99, -10, -16, -11, 98, -11, 1, 0.5, -4
- COc1ccccc1-c1nnc(NC(=O)c2ccc(S(=O)(=O)N(C)CC3CCCO3)cc2)o1 (centres undefined)
 : 101, -1, -33, 20, 100, -11, 8, -1.0, 1
- CCN(CC)S(=O)(=O)c1ccc2c(c1)nc(CCC(=O)Nc1ccc3c(c1)OCO3)n2CC
 : 102, -1, -25, 5, 102, 6, 1, 0.9, 1
- O=C(NCc1ccco1)C1CCCN(S(=O)(=O)c2cc(Cl)ccc2Cl)C1 (centres undefined)
 : 101, 1, -33, -5, 99, 1, 13, -0.2, 0
- COc1ccccc1C(=O)NCc1ccco1
 : 105, -8, -7, 2, 107, 9, 25, -0.5, 2
- CC(CN1CCOCC1)c1ccccc1 (centres undefined)
 : 107, 2, 1, -14, 105, 1, 5, -0.3, 2
- O=C(NC(=S)N(CCCCO)C1CCCCC1)c1sc2ccccc2c1Cl
 : 106, -3, -11, -1, 104, -4, 7, -1.0, 5
- Cc1ccccc1NC(=S)N(C)C1(c2ccccc2Cl)CCCCC1=O (centres undefined)
 : 88, -5, -15, 5, 89, 2, 0, -0.8, -10
- Cc1ccnc(Cc2ccccc2)n1
 : 100, -9, -4, -7, 98, -3, 5, -0.5, -3
- CCc1ncc(C(O)c2cccc3ccccc23)n1C (centres undefined)
 : 105, -3, 8, -12, 106, -12, -3, 0.2, 10

The list continues.
Results follow in this order: MEKK3 PB1 HTS, GalR3 antagonist, DNA FID counter, SUMO HTRF inh, MEKK2 WT-MEK5, CRFR2-BP antag, NS3 helicase inh, CRFR2-BP ag, MEKK2mut PB1 HTS
- COc1ccc(CN(C)C(=O)c2ccccc2Sc2ccccc2C#N)c(OC)c1
 : 104, -5, -54, 4, 102, 18, -10, 0.0, 12
- S=C(NCCCNC(=S)Nc1ccccc1)Nc1ccccc1
 : 95, 3, -17, 10, 94, -4, 0, -2.8, -1
- CC(C)(Oc1ccc(Cl)cc1)C(=O)NCc1ccc(S(N)(=O)=O)cc1
 : 102, -4, -4, 7, 99, 9, -1, 0.1, -3
- COC(=O)C1=C(C)NC(=O)C1(Nc1nccs1)C(F)(F)F (centres undefined)
 : 98, 3, -2, 2, 97, -9, 3, -0.6, -6
- CC(C)CNC(=O)c1cccc(NC(=O)CSc2ccc(Cl)cc2)c1
 : 98, 2, -18, -9, 97, 47, 3, -2.6, 0
- CC1CC(C)CN(C(=O)Cn2c(-c3nonc3N)nc3ccccc32)C1 (centres undefined)
 : 105, 5, -9, 8, 97, -1, -5, -0.8, -2
- O=C(COc1ccc(S(=O)(=O)N2CCOCC2)cc1)Nc1ccc(Cl)c(C(F)(F)F)c1
 : 111, 2, -1, -18, 114, -7, -1, -0.3, 9
- O=C(/C=C/c1ccccc1)NC(=S)Nc1ccccc1C(=O)NC1CCCCC1
 : 95, -4, -23, 20, 91, 4, -4, 0.1, -2
